All columns: NCI-60 one-dose screen, growth in % after 48 h at 10 µM unless noted; 100 = growth as untreated, 0 = no growth, -100 = all killed.
OVCAR-4: OVCAR-4 ovarian cancer cells | actives 3.7% (n = 80,000) | AID 1794784
TK-10: TK-10 renal cancer cells; AID 1794769; actives 3.9% (n = 81,000)
OVCAR-5: OVCAR-5 ovarian cancer; actives 2.9% (n = 82,000); AID 1794783
IGROV1: IGROV1 ovarian cancer | AID 1794786 | actives 4.7% (n = 79,000)
SK-OV-3: SK-OV-3 ovarian cancer cells | actives 3.2% (n = 80,000)
UO-31: UO-31 renal cancer. actives 5.2% (n = 81,000)
SN12C: SN12C renal cancer cells; actives 3.8% (n = 81,000); AID 1794767
786-0: 786-0 renal cancer cells; actives 5.1% (n = 81,000)
Active calls of the source: *; . = no result given; & = joins results of further samples. Rule for the calls: active = growth percent below 10; inactive = the rest. Random draw from the library; overall some 8.7% were active at least once.

SMILES	OVCAR-4	TK-10	OVCAR-5	IGROV1	SK-OV-3	UO-31	SN12C	786-0
COc1ccc(-c2cncn2-c2ccc(-c3nc4ccc(F)cc4s3)cc2)cc1OC	67	76	84	81	90	44	81	86
[2H]C1NC([2H])C(c2ccc(-n3cc4cccc(C(N)=O)c4n3)cc2)C([2H])C1[2H] (stereo not given)	112	102	97	76	103	79	96	99
COc1ccc(Cn2cc3c(c2-c2cc(OC)c(OC)c(OC)c2)CCc2cnoc2-3)cc1[N+](=O)[O-]	47	76	59	9.3*	-13*	37	43	34
O=C(Cc1ccccc1)Nc1ccc(Br)cc1	78	83	99	102	95	72	79	92
O=C1C=C(NCCCCCCN2C(=O)c3cccc4cccc(c34)C2=O)C(=O)c2ccccc21	64	88	116	70	83	71	98	99
C=C(c1cn(C(C)=O)c2ccccc12)c1cn(C(C)=O)c2ccccc12	78	82	106	.	93	.	81	94
CCN(CC)S(=O)(=O)c1ccc(S(=O)(=O)N2CCC[C@@H](C(=O)N3CCN(C(=O)OC(C)(C)C)CC3)C2)cc1	26	79	102	86	90	74	87	93
CCCCOC(=O)C(N)Cc1ccc(OC)cc1 (stereo not given)	110	110	92	106	111	89	102	108
Cn1ncc2c(Sc3ccc(Cl)cc3)ncnc21	96	83	109	87	94	71	90	99
COc1ccc(CN2CC3CC3(COc3ccc(F)c(C)c3)C2)cc1F (stereo not given)	109	94	103	105	106	76	109	101
CC(=O)c1ccccc1Nc1nccc(-c2ccc(Cl)cc2)n1	98	150	100	89	99	79	102	109
O=C(CN1CCN(c2cc(=O)[nH]c3ccc(F)cc23)CC1)Nc1cccc(C(F)(F)F)c1	80	114	101	74	102	61	83	95
O=C(Nc1ccc(Cl)cc1)Nc1cccc(-c2cc(=O)c3ccccc3o2)c1	104	72	97	104	107	90	100	93
CCOC(=O)c1c2c(c(-c3ccc(OC)cc3)n1Cc1ccc(OC)cc1)CCCc1cnoc1-2	79	120	99	96	105	77	87	104
O=C(CC(O)(C(F)(F)F)C(F)(F)Cl)CC(O)(C(F)(F)F)C(F)(F)Cl (stereo not given)	111	102	108	100	106	78	105	101
COc1ccc(-c2cc(-c3cc(OC)c(OC)c(OC)c3)c(C#N)c(=O)n2Cc2ccc(C(=O)Nc3ccccc3N)cc2)cc1	91	145	108	86	96	59	92	92
C=C1NC(=O)[C@H]2CSC[C@H]3NC(=O)[C@@H](CSC(C)[C@@H](NC(=S)[C@H](Cc4cnc[nH]4)NC(=O)c4csc([C@H](C)NC(C)=O)n4)C(=O)N[C@H](C[C@H](C)C(=O)NC(=O)C[C@@H](C(=O)O)NC(=O)[C@H](C)NC3=O)C(=O)N2)NC(=O)[C@@H]2CCCN2C(=O)[C@@H](CC(C)C)NC1=O (stereo not given in full)	67	62	71	22	76	21	46	69
COc1cccc(NC(=O)Nc2ccc(Nc3ncnc4sc(C(=O)NCCCC(=O)NO)c(C)c34)cc2)c1	100	108	108	97	115	82	105	106
COc1ccc(/C=C2\SC(=S)NC2=O)cc1OC	85	92	76	96	85	65	102	87
NS(=O)(=O)c1ccc(NC(=O)CSc2ccc(-c3ccc(Br)cc3)nn2)cc1	95	107	111	108	128	97	97	88

At a glance, 19 of the compounds above:
SMILES	OVCAR-4	TK-10	OVCAR-5	IGROV1	SK-OV-3	UO-31	SN12C	786-0
COc1ccc(-c2cncn2-c2ccc(-c3nc4ccc(F)cc4s3)cc2)cc1OC	67	76	84	81	90	44	81	86
[2H]C1NC([2H])C(c2ccc(-n3cc4cccc(C(N)=O)c4n3)cc2)C([2H])C1[2H] (stereo not given)	112	102	97	76	103	79	96	99
COc1ccc(Cn2cc3c(c2-c2cc(OC)c(OC)c(OC)c2)CCc2cnoc2-3)cc1[N+](=O)[O-]	47	76	59	9.3*	-13*	37	43	34
O=C(Cc1ccccc1)Nc1ccc(Br)cc1	78	83	99	102	95	72	79	92
O=C1C=C(NCCCCCCN2C(=O)c3cccc4cccc(c34)C2=O)C(=O)c2ccccc21	64	88	116	70	83	71	98	99
C=C(c1cn(C(C)=O)c2ccccc12)c1cn(C(C)=O)c2ccccc12	78	82	106	.	93	.	81	94
CCN(CC)S(=O)(=O)c1ccc(S(=O)(=O)N2CCC[C@@H](C(=O)N3CCN(C(=O)OC(C)(C)C)CC3)C2)cc1	26	79	102	86	90	74	87	93
CCCCOC(=O)C(N)Cc1ccc(OC)cc1 (stereo not given)	110	110	92	106	111	89	102	108
Cn1ncc2c(Sc3ccc(Cl)cc3)ncnc21	96	83	109	87	94	71	90	99
COc1ccc(CN2CC3CC3(COc3ccc(F)c(C)c3)C2)cc1F (stereo not given)	109	94	103	105	106	76	109	101
CC(=O)c1ccccc1Nc1nccc(-c2ccc(Cl)cc2)n1	98	150	100	89	99	79	102	109
O=C(CN1CCN(c2cc(=O)[nH]c3ccc(F)cc23)CC1)Nc1cccc(C(F)(F)F)c1	80	114	101	74	102	61	83	95
O=C(Nc1ccc(Cl)cc1)Nc1cccc(-c2cc(=O)c3ccccc3o2)c1	104	72	97	104	107	90	100	93
CCOC(=O)c1c2c(c(-c3ccc(OC)cc3)n1Cc1ccc(OC)cc1)CCCc1cnoc1-2	79	120	99	96	105	77	87	104
O=C(CC(O)(C(F)(F)F)C(F)(F)Cl)CC(O)(C(F)(F)F)C(F)(F)Cl (stereo not given)	111	102	108	100	106	78	105	101
COc1ccc(-c2cc(-c3cc(OC)c(OC)c(OC)c3)c(C#N)c(=O)n2Cc2ccc(C(=O)Nc3ccccc3N)cc2)cc1	91	145	108	86	96	59	92	92
C=C1NC(=O)[C@H]2CSC[C@H]3NC(=O)[C@@H](CSC(C)[C@@H](NC(=S)[C@H](Cc4cnc[nH]4)NC(=O)c4csc([C@H](C)NC(C)=O)n4)C(=O)N[C@H](C[C@H](C)C(=O)NC(=O)C[C@@H](C(=O)O)NC(=O)[C@H](C)NC3=O)C(=O)N2)NC(=O)[C@@H]2CCCN2C(=O)[C@@H](CC(C)C)NC1=O (stereo not given in full)	67	62	71	22	76	21	46	69
COc1cccc(NC(=O)Nc2ccc(Nc3ncnc4sc(C(=O)NCCCC(=O)NO)c(C)c34)cc2)c1	100	108	108	97	115	82	105	106
COc1ccc(/C=C2\SC(=S)NC2=O)cc1OC	85	92	76	96	85	65	102	87

Next entries
SMILES	OVCAR-4	TK-10	OVCAR-5	IGROV1	SK-OV-3	UO-31	SN12C	786-0
CCC(C)[C@H](NC(=O)OC(C)(C)C)C(=O)Nc1cccc(-c2cc(=O)c3c(OC)c(OC)c(OC)cc3o2)c1 (stereo not given in full)	90	89	100	97	121	63	93	93
COc1ccc(NC(=O)c2ccc3c(c2)NC(=O)[C@H]2CCCN32)cc1	96	102	101	97	113	88	100	92
C/C(=N\NC(=O)CC#N)c1cccs1	99	108	102	71	100	51	93	100
c1ccc(Nc2nc(Nc3ccccc3)nc(Nc3ccccc3)n2)cc1	81	75	97	62	93	56	100	100
Cc1cncc(O)c1	103	97	102	107	94	99	100	102
CC/C=C\C/C=C/C=C1\CC(CCO)=CC1=O	102	113	124	109	115	92	96	108
CC(C)CC(=O)Nc1ccccc1-c1ccccc1	114	99	105	110	110	91	109	101
Cc1ccc(/C=N/NC(=O)Cn2c(C(C)C)nc3ccccc32)o1	110	98	115	119	98	90	104	100
Nc1c(N)c2ccccc2c2ccccc12	97	119	107	117	102	69	100	103
O=[N+]([O-])c1cc[n+]([O-])cc1/C=C/c1ccccc1	106	126	86	121	99	71	95	113
O=Cc1cccc(S(=O)(=O)O)c1	103	88	107	105	114	91	109	102
CCN1CCC2(CC1)OC(c1ccccc1)C(c1ccccc1)O2 (stereo not given)	110	103	95	144	121	87	110	93
O=C(CS)Nc1cccc(O)c1	106	94	107	99	112	84	106	107
CC(=O)C(Cc1ccccc1)C(=O)c1ccccc1 (stereo not given)	106	90	99	105	89	95	98	95
NC(N)=NCCCC(NC(=O)c1ccccc1)C(=O)O (stereo not given)	97	88	101	106	105	89	102	101
CN=C(NC)c1ccc(NC(=O)c2ccc(C(=O)Nc3ccc(C(=NC)NC)cc3)c(N)c2)cc1	98	110	105	102	109	88	95	100
N#Cc1nc(-c2ccccc2)oc1N1CCN(c2ccccc2)CC1	101	.	102	105	140	95	101	95
O=C(O)c1cccc2c1-c1ccc([N+](=O)[O-])cc1C2=O	106	107	110	103	102	88	103	106
[O-][n+]1ccnc2ccccc21	101	100	102	107	97	85	101	96
O=C1CCCN1C1CCN(Cc2cc3ccccc3[nH]c2=O)c2ccccc21 (stereo not given)	83	93	91	90	94	52	88	85

Some of the entries so far, with two lines to a compound:
Sequence of screens: OVCAR-4, TK-10, OVCAR-5, IGROV1, SK-OV-3, UO-31, SN12C, 786-0
> Cc1ccc(/C=N/NC(=O)Cn2c(C(C)C)nc3ccccc32)o1
    110, 98, 115, 119, 98, 90, 104, 100
> O=Cc1cccc(S(=O)(=O)O)c1
    103, 88, 107, 105, 114, 91, 109, 102
> O=C(CS)Nc1cccc(O)c1
    106, 94, 107, 99, 112, 84, 106, 107

The results go on.
SMILES	OVCAR-4	TK-10	OVCAR-5	IGROV1	SK-OV-3	UO-31	SN12C	786-0
CC1=C(C(=O)Nc2ccccn2)C(c2cn(-c3ccccc3)nc2-c2ccccc2)C(C(=O)Nc2ccccn2)=C(C)N1	98	128	97	107	104	93	94	106
Cc1nc2sc(C(=O)Nc3cccc(Cl)c3C)c(N)c2cc1C(O)c1ccccc1 (stereo not given)	56	50	37	22	33	41	9.2*	16
CC(C)C(C)(C)c1ccc(O)cc1	108	107	106	111	107	98	102	.
O=C(CN1CCN(c2ccccc2)CC1)Nc1nc2c(s1)Nc1ccccc1NC2=O	122	90	108	113	108	97	109	98
CCN(CC)CCNc1nc(NN2C(=O)c3cccc4cccc(c34)C2=O)nc(N2CCOCC2)n1	98	123	98	88	115	68	99	103
CC(C)=C(C)C(=O)NNc1ccccc1	103	88	96	106	90	94	102	94
O=C(Nc1ccccc1)OCCOc1ccc(Cl)cc1Cl	90	89&99	94&108	105&111	116&112	93&105	98&105	90&95
O=C1/C(=C/c2ccc(Cl)cc2)Cc2ccccc21	105	82	112	89	107	79	99	95
O=C1c2ccc3c4c5ccc(c24)C(=O)N1CCCOCCCCOCCCNCc1ccc(cc1)CNCCCOCCCCOCCCN(C3=O)C5=O	-98*	22	-63*	-78*	13	65	-83*	-6.7*
Nc1ccc(CC[C@H]2CCC/C=C/[C@@H]3C[C@H](O)C[C@H]3[C@H](O)/C=C/C(=O)O2)cc1	11	-54*	11	12	27	2.2*	7.5*	.
FC(F)(F)c1cccc(/C=C/c2nn3c(-c4ccccc4)nnc3s2)c1	101	131	113	108	105	70	102	98
Cc1sc2nc3[nH]c(=O)/c(=C/c4ccc(Cl)cc4)n3c(=O)c2c1C	100	97	95	111	105	77	90	80
COc1ccc(NC(=O)CSc2nnc(Cn3c(C(F)(F)F)nc4ccccc43)o2)cc1	103	96	93	92	93	64	96	92
Cc1ccc(/C=C2\COc3ccc(O)c(O)c3C2=O)cc1	16	8.1*	-22*	-37*	50	-97*	-78*	-71*
O=C(O)c1[nH]c(=O)[nH]c(=O)c1Cl	99	98	105	98	97	87	.	94
O=C(Nc1ccc(-n2cc(-c3ccncc3)c(-c3ccc(Cl)c(O)c3)n2)cc1)N1CCOCC1	104	117	101	97	96	76	99	101
CC(CN(C)C)C(=O)c1ccccc1 (stereo not given)	114	107	100	64	106	67	97	100
CSc1c(-c2nc3ccccc3s2)c(N)nc2c(C(=O)Nc3ccccc3)c(Nc3ccccc3)nn12	99	119	105	103	102	87	100	101
Cn1ncc2cc3c(Nc4ccc(Cl)cc4)cccc3nc21	88	93	109	96	95	62	94	89
COc1ccc2cc(C(=O)/C=C/N(C)CC(O)C(C)(O)C(O)C(O)CO)ccc2c1 (stereo not given)	109	94	101	100	102	84	103	97
CSc1nc2c(c(=O)[nH]1)C1(C(=O)N(Cc3ccccc3)c3ccccc31)c1c(nc(SC)[nH]c1=O)N2	96	108	104	105	111	100	108	97
CCN(CC)C(=O)C1CCN(C(=O)c2ccccc2)CC1	106	87	108	103	102	89	101	97
COc1ccc(C2=NN(CC(=O)Nc3nc4ccccc4s3)C(=O)CC2)cc1	106	116	109	95	92	77	95	104
Cc1cnc(SCc2ccc(Cl)cc2Cl)nc1N(C)C	93	81	108	101	106	91	100	86
COc1ccc2c(c1)CC[C@@H]1[C@@H]2CC[C@]2(C)c3c(cc(C#N)c4c3sc3ccccc34)C[C@@H]12	107	107	81	101	108	85	104	111
CN(O)C1=c2ccccc2=NC1=O	117	105	97	99	102	91	102	103
Cc1[nH]c(C(=O)Nc2ccccc2OCc2cccc(C(=O)N3CCC[C@@H](N)C3)c2)c(Cl)c1Cl	-77*	-90*	-87*	-73*	-59*	-89*	-79*	-73*
Brc1ccc(-c2cc(-c3ccc(Br)cc3)cc(-c3ccc(Br)cc3)c2)cc1	120	92	112	103	95	90	.	98
C=C(C)CN1C(=O)c2ccccc2C1=O	107	102	103	105	99	93	96	97
CCCCCCCCCSc1ccc(C(=O)O)cc1	90	117	106	110	107	85	93	108
COc1ccc2c(c1)c(-c1nc(N)nnc1-c1c[nH]c3ccc(Br)cc13)cn2C	108	140	95	59	95	83	95	99
CC(=O)Nc1cccc(O)c1	.	112	96	120	109	93	105	108
O=C(/C=C/c1cccc(O)c1)c1ccccc1O	.	121	99	67	107	74	84	103
